# STAT3 act: increases IL-6 driven STAT3 reporter signal. activation (% of control), % at 5.6 µM. U3A cells, IL-6 STAT3-luciferase reporter, luminescence; 100% = signal with IL-6 EC80 alone. 190,000 tested, 0.91% active. AID 871;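 active = activation above the screen-wide mean of compound activation plus 3 SD, cut at about 130% in these data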;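 note: 0% = background luminescence of wells with medium and substrate only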
#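 Test system: STAT3-luciferase reporter U3A cells; Detection: reporter luminescence signal; Times: 1 h compound pre-exposure, 6 h IL-6 stimulation, 37 °C; Benchmarks: IL-6-only high control; Also added: IL-6 stimulus at 33 ng/mL final.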
# Hsp70 activator: Hsp70 transcriptional activation, primary screen; HeLa Hsp70 promoter luciferase reporter, luminescence; scaled: vehicle 0, proteasome-inhibitor control 100%; activation, % at 10 µM; 200,000 tested, 0.04% active;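 active = activation above the mean across all tested compounds plus 3 SD, cutoff set per campaign, cut at about 5.5% in these data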;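 note: 100% = MG132 at 30 µM as the positive control and 0% = DMSO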
# APP 5'UTR act: activates APP 5'UTR luciferase reporter. activation, % at 2 µM. 190,000 tested, 1% active. AID 1276. SH-SY5Y APP 5'UTR luciferase reporter, luminescence; zero percent = DMSO vehicle wells;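 active = activation above a set limit, based on mean plus 3 SD of controls, cut at about 140% in these data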; note: values of inactives mirror those of a sister screen read the other way
# STAT1 blocker: STAT1 signaling inhibition; NIH 3T3 STAT1-luciferase reporter, IFN-gamma, luminescence; AID 920; 200,000 tested, 0.35% active; inhibition, % at 5.5 µM;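 active = inhibition above a set limit, the mean inhibition across all tested compounds plus 3 SD, cut at about 34% in these data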;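 note: 0% = IFN-gamma with DMSO and 100% = IFN-gamma with 300 µM nifuroxazide; values of inactives mirror those of a sister screen read the other way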
# STAT1 act: activators of IFN-gamma induced STAT1 signaling | NIH 3T3 STAT1-luciferase reporter, luminescence; 100% = IFN-gamma alone, no compound | activation (% of control), % at 5.5 µM | 200,000 tested, 2.6% active | AID 932;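 active = activation above the screen-wide mean activation plus 3 SD, cut at about 130% in these data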;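 note: raw ratio to IFN-gamma control signal so 100% means no change and 0% no light; values of inactives mirror those of a sister screen read the other way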
# TLR4 MyD88 comp: TLR4-MyD88 interaction inhibition in cells; O00206+Q99836; HeLa CL3-4 TLR4/MyD88 BLA complementation, FRET ratio; 200,000 tested, 0.18% active; inhibition, % at 8.4 µM; AID 861; in the data active = inhibition above about 25%;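 note: 0% = vehicle and 100% = reference inhibitor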
# Target sequence (O00206 whole entry, looked up): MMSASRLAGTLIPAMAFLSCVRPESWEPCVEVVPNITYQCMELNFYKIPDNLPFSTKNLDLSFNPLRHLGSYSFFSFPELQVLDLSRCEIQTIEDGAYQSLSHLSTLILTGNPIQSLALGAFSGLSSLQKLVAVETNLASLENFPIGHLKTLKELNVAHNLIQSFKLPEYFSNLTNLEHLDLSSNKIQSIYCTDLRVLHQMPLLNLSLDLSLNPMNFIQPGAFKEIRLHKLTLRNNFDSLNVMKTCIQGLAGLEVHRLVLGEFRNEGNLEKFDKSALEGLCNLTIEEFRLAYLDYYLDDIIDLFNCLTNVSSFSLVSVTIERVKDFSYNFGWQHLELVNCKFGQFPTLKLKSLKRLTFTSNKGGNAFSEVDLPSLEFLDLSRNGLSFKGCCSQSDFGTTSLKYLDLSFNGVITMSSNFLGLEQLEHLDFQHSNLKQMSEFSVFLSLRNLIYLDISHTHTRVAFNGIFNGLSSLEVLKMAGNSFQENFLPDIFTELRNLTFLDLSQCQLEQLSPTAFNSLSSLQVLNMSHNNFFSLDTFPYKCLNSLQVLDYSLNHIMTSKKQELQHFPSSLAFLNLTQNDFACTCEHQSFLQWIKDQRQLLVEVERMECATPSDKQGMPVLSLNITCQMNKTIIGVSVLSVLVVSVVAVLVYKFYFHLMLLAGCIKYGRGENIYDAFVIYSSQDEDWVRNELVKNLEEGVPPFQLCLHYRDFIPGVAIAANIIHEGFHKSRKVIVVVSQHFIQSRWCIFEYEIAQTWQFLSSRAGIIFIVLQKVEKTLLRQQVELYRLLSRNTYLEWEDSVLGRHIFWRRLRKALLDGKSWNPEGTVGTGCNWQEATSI
# Target sequence (Q99836 whole entry, looked up): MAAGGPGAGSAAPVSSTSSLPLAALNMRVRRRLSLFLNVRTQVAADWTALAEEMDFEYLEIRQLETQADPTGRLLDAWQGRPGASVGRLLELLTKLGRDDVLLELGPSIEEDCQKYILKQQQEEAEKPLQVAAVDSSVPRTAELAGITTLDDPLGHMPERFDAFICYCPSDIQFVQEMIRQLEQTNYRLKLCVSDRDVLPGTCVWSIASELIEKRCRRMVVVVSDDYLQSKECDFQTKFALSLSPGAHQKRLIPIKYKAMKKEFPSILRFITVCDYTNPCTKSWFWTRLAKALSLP
# HMGR II inh: inhibitors of class II HMG-CoA reductase from Enterococcus faecalis; purified E. faecalis HMGR, NADPH absorbance 340 nm kinetic; inhibition, % at 10 µM; 190,000 tested, 0.41% active; AID 1066;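 active = inhibition above a set limit, the median over all tested compounds plus 3 SD, cut at about 9.5% in these data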;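 note: enzyme runs in reverse so mevalonate oxidation gives rising NADPH absorbance; 0% = complete reaction with DMSO and 100% = background rate lacking mevalonate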
# Redox H2O2 prof: compounds producing H2O2 with reducing agent – biochemical, NIH compound library profiling, artefact control for MLSCN library redox annotation, primary screen; DTT-dependent redox cycling H2O2, phenol red/HRP absorbance; 100% = 100 µM peroxide control, 0% = buffer; activation, % at 10 µM; 200,000 tested, 0.03% active; AID 878;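 active = activation of at least 50% relative to the plate's high and low controls in the primary single-dose screen; inactive = activation below 50%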;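 note: compound incubated with DTT at 0.8 mM final as the reducing agent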
# NF-kB neuron act: raises NF-kB expression in human neuronal cells; 190,000 tested, 1.6% active; NF-kB reporter expression; stronger effect = higher value; fold change at 12.5 µM; in the data active = fold change above about 3.3
# STAT3 blocker: reduces IL-6 driven STAT3 reporter signal; U3A cells, IL-6 STAT3-luciferase reporter, luminescence; host cell line lacks STAT1; inhibition, % at 5.5 µM; 190,000 tested, 0.89% active; AID 862;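 active = inhibition above the mean inhibition across all screened compounds plus 3 SD, cut at about 44% in these data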;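 note: 0% = DMSO only wells and 100% = 100 µM nifuroxazide control wells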
# * hit, by the source's call; x = no result given.
1) Cn1c(SCC(=O)N2CCCc3ccccc32)nnc1-c1ccco1
2) O=C(c1ccccc1)N(c1ccccc1)C1C=CS(=O)(=O)C1 (configuration not stated)
3) Cn1c(=NC(=O)c2ccc3c(c2)OCCO3)sc2cc(S(C)(=O)=O)ccc21
4) COC(=O)c1ccc2c(c1)N(Cc1cc(C)ccc1C)C(=O)c1ccccc1S2=O (configuration not stated)
5) COc1cccc(N=C2C(=O)N3CCCc4cccc2c43)c1
Compound	1	2	3	4	5
STAT3 act	109	102	77	96	108
Hsp70 activator	0.3	0.3	0.0	-0.2	-0.1
APP 5'UTR act	13	-2	33	-28	8
STAT1 blocker	9	-8	-4	5	4
STAT1 act	92	107	104	96	96
TLR4 MyD88 comp	15	-1	-19	-1	7
HMGR II inh	-7	-8	-2	-4	-10
Redox H2O2 prof	0.7	2.1	0.5	0.3	-0.5
NF-kB neuron act	0.86	1.1	1.3	1.3	1.2
STAT3 blocker	-6	3	33	4	-11

6) Clc1ccc2c(c1)CNc1c(ncnc1N1CCOCC1)O2
7) CCOc1ccccc1C1N=C(c2ccc(OC)cc2)CC(c2ccccc2O)N1 (configuration not stated)
8) CC(C)CCNC(=O)C(c1ccco1)N(Cc1ccc(F)cc1)C(=O)c1snc(C(N)=O)c1N (configuration not stated)
9) CCOC(=O)C1(CC)NC(c2ccc(N(C)C)cc2)C2C(=O)N(C)C(=O)C21 (configuration not stated)
10) CNC(=S)Nc1ccc(C)c(NC(=S)NC)c1
Compound	6	7	8	9	10
STAT3 act	114	105	104	103	101
Hsp70 activator	-0.3	0.3	-0.4	0.3	-0.1
APP 5'UTR act	6	95	11	-16	-4
STAT1 blocker	-5	15	4	-7	-5
STAT1 act	105	85	96	106	104
TLR4 MyD88 comp	2	7	-5	-5	4
HMGR II inh	-3	-1	-11	-5	-8
Redox H2O2 prof	-1.7	-0.4	6.4	0.3	-0.8
NF-kB neuron act	0.41	1.9	0.78	1.1	1.1
STAT3 blocker	-14	2	0	0	3

11) Cc1cccc(C)c1OCc1nnc(NC(=O)CSc2ccc(Cl)cc2)s1
12) O=C(c1cnn(-c2ccc(Cl)cc2)c1)c1ccccc1O
13) O=C(C[n+]1cccc2ccccc21)c1ccccc1
14) C=CCn1c(SCC(N)=O)nnc1-c1cccc(Br)c1
15) O=C(/C=C/c1cn(CC(O)CN2CCCCCC2)c2ccccc12)c1cccs1 (configuration not stated)
Compound	11	12	13	14	15
STAT3 act	100	71	105	105	105
Hsp70 activator	-0.2	-0.1	0.2	-0.3	0.0
APP 5'UTR act	12	177*	10	4	-1
STAT1 blocker	0	-39	5	1	3
STAT1 act	100	137*	95	99	97
TLR4 MyD88 comp	-1	-2	-11	15	31*
HMGR II inh	2	4	-4	-3	-3
Redox H2O2 prof	0.3	-1.2	0.1	1.9	2.2
NF-kB neuron act	1.2	6.4*	0.88	1.1	1.5
STAT3 blocker	2	37	-8	5	-6

16) CCCSc1nc(C)c(CC(=O)OCC)c(=O)[nH]1
17) CC1(C)C(c2ccccc2)=NC(c2ccc(Br)cc2)N1O (configuration not stated)
18) COc1ccc(-c2nn(-c3ccccc3C)cc2CNC(C)Cn2cncn2)cc1F (configuration not stated)
19) C/C(=N\O)C(=O)C(CN1CCCCC1)CN1CCCCC1
20) FC(F)(F)c1cccc(OCc2nnc3n2CCC3)c1
Compound	16	17	18	19	20
STAT3 act	99	89	90	102	104
Hsp70 activator	0.1	0.0	-0.4	0.2	-0.3
APP 5'UTR act	1	-3	-25	-2	0
STAT1 blocker	-3	-2	5	1	-8
STAT1 act	103	100	94	99	106
TLR4 MyD88 comp	-6	-11	0	9	-1
HMGR II inh	1	-2	-3	3	4
Redox H2O2 prof	-2.4	-0.7	-1.4	2.9	0.5
NF-kB neuron act	0.96	1.1	1	0.9	1.3
STAT3 blocker	7	19	16	4	3

21) CSc1ccccc1NC(=O)Cc1ccccc1[N+](=O)[O-]
22) CC1Cc2ccccc2N1C(=O)CN1C(=O)C(=O)N(Cc2ccccc2)C1=O (configuration not stated)
23) COC(=O)c1cc(CSc2nc3ccc(C)cc3[nH]2)oc1C
24) Cc1cccc(NC(=S)N2CCN(C(=O)C3CCCO3)CC2)c1 (configuration not stated)
25) CC(NC(=O)c1ccc(Cl)cc1Cl)C(c1ccccc1)N1CCOCC1 (configuration not stated)
Compound	21	22	23	24	25
STAT3 act	99	98	78	108	105
Hsp70 activator	0.1	-0.3	-0.6	-0.4	-0.5
APP 5'UTR act	-14	-3	-7	-4	5
STAT1 blocker	10	5	14	-2	7
STAT1 act	90	95	87	102	92
TLR4 MyD88 comp	3	4	-15	2	1
HMGR II inh	0	0	x	5	-5
Redox H2O2 prof	0.5	0.1	-4.1	-0.1	-0.1
NF-kB neuron act	0.7	1.3	x	1.1	1.4
STAT3 blocker	12	0	33	-5	-5

26) CCOC(=O)c1cc2c(ccn2C)n1CC(=O)N(CC)CC
27) CCOC(=O)c1sc(NC(=O)CN2C(=O)c3cccc4cccc(c34)C2=O)nc1C
28) Cc1cc(C)c(NC(=O)CSc2nnc(Cc3cccn3C)n2-c2ccc(F)cc2)c(C)c1
29) Nc1ccc(Sc2cc(Cl)nc(N)n2)cc1
30) Cc1ccc(OCC(=O)NCc2ccccn2)cc1
Compound	26	27	28	29	30
STAT3 act	101	109	102	117	100
Hsp70 activator	-0.4	-0.1	0.2	-0.2	-0.2
APP 5'UTR act	10	13	10	-10	-9
STAT1 blocker	-8	-9	-4	-9	-6
STAT1 act	106	108	104	108	105
TLR4 MyD88 comp	-3	-10	-1	2	0
HMGR II inh	4	5	-4	-6	-4
Redox H2O2 prof	0.1	-3.3	1.8	0.6	0.6
NF-kB neuron act	1.1	0.89	1.1	1.4	1.1
STAT3 blocker	4	-5	2	-14	3

31) CCCCc1ccc(N2C(=O)[C@@H]3C(CC(N)=O)NC4(C(=O)Nc5ccc(F)cc54)[C@@H]3C2=O)cc1 (some centres not stated)
32) COc1ccc(N=Cc2ccc[nH]2)cc1
33) CCC1SC2=NC(C)=C(C(=O)OCCOC)C(/C=C/c3ccccc3OC)N2C1=O (configuration not stated)
34) COc1ccccc1NC(=S)N1CCN(Cc2ccc3c(c2)OCO3)CC1
35) Cc1ccc2c(C)ccc(O)c2n1
Compound	31	32	33	34	35
STAT3 act	107	100	117	104	100
Hsp70 activator	-0.4	-0.2	-0.3	-0.2	0.1
APP 5'UTR act	-11	-25	0	5	16
STAT1 blocker	-1	-6	-7	1	0
STAT1 act	100	106	106	99	100
TLR4 MyD88 comp	-1	-5	-10	-15	12
HMGR II inh	2	-5	0	-2	2
Redox H2O2 prof	0.0	-0.5	2.8	-0.1	-0.3
NF-kB neuron act	0.98	1.1	0.97	1.1	1.1
STAT3 blocker	-2	6	-15	-2	-3

36) O=C(O)CCn1c(=O)c2ccccc2c2ccccc2c1=O
37) NC(=O)N/N=C/c1cn(-c2ccccc2)nc1-c1ccccc1
38) O=C(COC(=O)CCc1nc2ccccc2s1)NCc1ccco1
39) CCC(=O)N/N=C/c1ccc(OS(=O)(=O)c2ccccc2)cc1
40) CCOc1ccccc1C(=O)NC(C(=O)NCc1ccccc1OC)C(C)C (configuration not stated)
Compound	36	37	38	39	40
STAT3 act	106	111	98	100	108
Hsp70 activator	-0.4	0.1	-0.5	-0.4	-0.3
APP 5'UTR act	-4	9	22	-12	3
STAT1 blocker	-3	-26	0	-4	-1
STAT1 act	103	123	100	103	99
TLR4 MyD88 comp	7	12	10	4	-3
HMGR II inh	-1	0	-2	-2	4
Redox H2O2 prof	0.5	-0.1	-0.8	0.3	0.2
NF-kB neuron act	1.4	1.7	1.1	1	1.1
STAT3 blocker	-2	-11	10	-2	0

41) Cn1c(=O)cc(SCC(=O)N2CCN(c3ccccn3)CC2)c2ccccc21
42) COc1ccc(C2CN=NC23CCCc2ccccc2C3=O)cc1 (configuration not stated)
43) O=C(NCc1ccco1)C1CCCN1C(=O)Nc1cccc(Cl)c1 (configuration not stated)
44) CC1(C)C(=O)OC(c2cccn2-c2cccc([N+](=O)[O-])c2)C2(CCCCC2)C1=O (configuration not stated)
45) Clc1cccc(CSc2nnc([C@@H]3CCCN3)o2)c1
Compound	41	42	43	44	45
STAT3 act	97	101	98	102	92
Hsp70 activator	0.4	-0.2	-0.3	-0.3	-0.1
APP 5'UTR act	-14	2	7	-12	4
STAT1 blocker	6	-2	-1	-7	-3
STAT1 act	94	102	100	106	101
TLR4 MyD88 comp	-9	-2	-11	13	3
HMGR II inh	1	4	-4	4	-1
Redox H2O2 prof	-2.7	-4.5	-0.6	0.5	-0.3
NF-kB neuron act	0.7	1.3	0.98	1.1	0.96
STAT3 blocker	7	5	8	1	16

# An excerpt from above in order of their number in NF-kB neuron act, low to high:
No. | Molecule | NF-kB neuron act
45 | Clc1cccc(CSc2nnc([C@@H]3CCCN3)o2)c1 | 0.96
43 | O=C(NCc1ccco1)C1CCCN1C(=O)Nc1cccc(Cl)c1 (configuration not stated) | 0.98
42 | COc1ccc(C2CN=NC23CCCc2ccccc2C3=O)cc1 (configuration not stated) | 1.3

# Other entries:
46) CCCC(CCC)C(=O)NC1CCN(Cc2ccccc2)CC1
47) O=S(=O)(Nc1cccnc1)c1cccc(C(F)(F)F)c1
48) CCO[C@@H]1OC(C(=O)N2CCN(Cc3ccc4c(c3)OCO4)CC2)=C[C@H](C2CCCCC2)[C@H]1CCCO
49) c1ccc(-c2nc(CSc3nnc(-c4cccs4)o3)cs2)cc1
50) Cc1ccc(-n2cc(C(=O)c3ccc(F)cc3)nn2)cc1Cl
51) COc1ccc(C2/C(=C(/O)c3ccc(OC(C)C)cc3)C(=O)C(=O)N2CCCN2CCOCC2)cc1 (configuration not stated)
52) NC(=O)c1ccc(NC(=O)COC(=O)C2CC(=O)N(Cc3ccccc3)C2)cc1 (configuration not stated)
Compound	46	47	48	49	50	51	52
STAT3 act	107	100	x	161*	115	105	107
Hsp70 activator	-0.2	-0.3	-0.2	-0.3	0.7	-0.3	-0.4
APP 5'UTR act	-10	4	0	11	72	-11	-7
STAT1 blocker	-4	4	2	-6	-44	-6	-10
STAT1 act	104	96	99	106	139*	105	109
TLR4 MyD88 comp	-2	-1	-9	10	0	-9	0
HMGR II inh	1	2	-1	-2	2	-1	-2
Redox H2O2 prof	-0.6	-1.3	1.3	-0.5	-3.2	0.5	0.0
NF-kB neuron act	1	0.94	0.47	1.1	3.1	1	1.1
STAT3 blocker	-5	2	x	-67	-9	-2	-6

# Filtered by structure, the entries above with an NH in an aromatic ring
16) CCCSc1nc(C)c(CC(=O)OCC)c(=O)[nH]1
23) COC(=O)c1cc(CSc2nc3ccc(C)cc3[nH]2)oc1C
32) COc1ccc(N=Cc2ccc[nH]2)cc1
Compound	16	23	32
STAT3 act	99	78	100
Hsp70 activator	0.1	-0.6	-0.2
APP 5'UTR act	1	-7	-25
STAT1 blocker	-3	14	-6
STAT1 act	103	87	106
TLR4 MyD88 comp	-6	-15	-5
HMGR II inh	1	x	-5
Redox H2O2 prof	-2.4	-4.1	-0.5
NF-kB neuron act	0.96	x	1.1
STAT3 blocker	7	33	6

# From PubChem BioAssay
